# Bioassay records: PubChem, National Center for Advancing Translational Sciences (NCATS)
# ALDH1A1 inh: qHTS Assay for Inhibitors of Aldehyde Dehydrogenase 1 (ALDH1A1); Purified ALDH1A1, NADH fluorescence, propionaldehyde substrate; Potency, µM (highest dose often 75.3 µM), without a hit: top-dose activity, negative = inhibition, actives largely listed as inhibitors; 220,000 tested, 7.3% active; AID 1030, 2008; active means well fitted inhibition curve with a large enough effect, not every such curve was filed as active; inconclusive means small, poorly fitted or top-dose-only effect, or another doubt; inactive means no such curve, though single readings can be large or run the other way;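 further: plate controls were no enzyme wells and a reference inhibitor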
# Target sequence (P00352 whole entry, looked up): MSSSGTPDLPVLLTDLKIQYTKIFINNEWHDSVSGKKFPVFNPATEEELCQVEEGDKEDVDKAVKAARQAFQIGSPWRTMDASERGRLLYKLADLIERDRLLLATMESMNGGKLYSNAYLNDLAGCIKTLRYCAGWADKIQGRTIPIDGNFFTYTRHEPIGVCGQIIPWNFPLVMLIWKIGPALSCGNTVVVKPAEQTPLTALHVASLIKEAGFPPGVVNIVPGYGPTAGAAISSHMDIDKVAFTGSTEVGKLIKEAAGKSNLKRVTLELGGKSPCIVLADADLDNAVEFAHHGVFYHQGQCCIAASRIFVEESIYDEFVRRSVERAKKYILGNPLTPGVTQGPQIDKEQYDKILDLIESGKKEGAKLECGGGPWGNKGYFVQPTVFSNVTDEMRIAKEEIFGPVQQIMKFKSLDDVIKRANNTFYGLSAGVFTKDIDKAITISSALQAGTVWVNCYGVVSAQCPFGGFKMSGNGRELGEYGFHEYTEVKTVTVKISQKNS
# GLA spleen mod: qHTS Assay for Inhibitors and Activators of Human alpha-Galactosidase From Spleen Homogenate. human spleen homogenate, 4MU-alpha-Gal fluorescence, 40 min. Alpha-galactosidase A (Homo sapiens), P06280. Potency, µM (doses to about 80 µM), for the others: at the highest dose activity change, negative = inhibition, hits mostly inhibitors. 240,000 tested, 0.008% active;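 further: 0% = enzyme with vehicle and -100% = no enzyme basal signal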
# Target sequence (P06280 32-429 limits assumed): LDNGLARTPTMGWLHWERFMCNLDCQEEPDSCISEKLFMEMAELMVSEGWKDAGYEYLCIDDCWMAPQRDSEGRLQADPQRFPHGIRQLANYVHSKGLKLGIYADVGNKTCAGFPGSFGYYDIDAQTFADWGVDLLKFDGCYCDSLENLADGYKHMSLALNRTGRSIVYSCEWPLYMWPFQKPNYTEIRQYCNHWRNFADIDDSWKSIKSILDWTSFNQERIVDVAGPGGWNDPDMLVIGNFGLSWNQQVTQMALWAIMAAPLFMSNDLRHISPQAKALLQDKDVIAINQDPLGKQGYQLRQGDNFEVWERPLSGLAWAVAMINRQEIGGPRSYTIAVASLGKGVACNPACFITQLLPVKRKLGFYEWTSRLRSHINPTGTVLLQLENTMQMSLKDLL
#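 Fluorogenic readout (Ex 365/Em 440 nm) of 4-methylumbelliferone released from 1 mM 4-MU-alpha-galactoside by spleen homogenate, 40 min at 37C, pH 5.0. Data normalized to no-enzyme and enzyme controls; Hill-equation AC50 from compound titrations.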
# GAA glycogen mod: qHTS Assay for Inhibitors and Activators of Human alpha-Glucosidase Cleavage of Glycogen; Potency, µM (top dose mostly 76.4 µM), inactives show top-dose activity change, negative = inhibition, actives largely listed as inhibitors; 300,000 tested, 0.38% active; Lysosomal alpha-glucosidase (Homo sapiens), P10253; recombinant GAA, glycogen substrate, Amplex Red glucose oxidase fluorescence;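 further: 0% = full enzyme reaction and -100% = no-enzyme basal signal; the screen sought inhibitors and activators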
#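 qHTS, 1536-well; enzyme 4 nM final; cpd up to 77 uM; substrate bovine liver glycogen 30 ug; 50 mM citrate/phosphate pH 5.0, 0.01% Tween-20; 37 C, 40 min; Amplex Red detection 45 min RT; Hill fit → AC50.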
# SMN2 splice up: qHTS Assay for Enhancers of SMN2 Splice Variant Expression; HEK293 SMN2-luciferase splicing reporter, luminescence, 30-36 h; Potency, µM (titrated, usually from 46.1 µM), without a hit: top-dose activity change, positive = activation, hits mostly activators; 210,000 tested, 2.8% active; AID 1458, 2008; further: % of control where 0% means no effect; nearly all actives have a fitted effect of over 55% in size
#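 qHTS luciferase splicing reporter: luminescence rises when SMN2 exon 7 is included in transfected HEK293 cells. Compound exposure lasted 30-36 h at 37C, with 4.5 mM final sodium butyrate as control, followed by a ONE-Glo read.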
# aGlu spleen mod: qHTS Assay for Inhibitors and Activators of Human alpha-Glucosidase From Spleen Homogenate | AID 2112, 2009 | Potency, µM (series often up to 79.9 µM), inactives show top-dose activity change, negative = inhibition, most hits filed as inhibitors | human spleen homogenate, 4-MU-alpha-glucoside fluorescence | 240,000 tested, 0.006% active | Lysosomal alpha-glucosidase (Homo sapiens), P10253;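 further: 0% = enzyme with vehicle and -100% = no enzyme basal signal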
#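 Human spleen homogenate (1 ug) incubated with compounds and 1 mM 4-methylumbelliferyl-alpha-D-glucopyranoside in pH 5.0 citrate/phosphate buffer, 37 C, 40 min. Stopped at pH 10; 4-MU fluorescence (Ex 365/Em 440 nm); AC50 by Hill fit.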
# GAA inhib: qHTS Assay for Inhibitors of Human alpha-Glucosidase as a Potential Chaperone Treatment of Pompe Disease; purified human GAA, 4-MU-alpha-glucoside fluorescence; Potency, µM (titrated, usually from 76.9 µM), for inactives: at the top dose activity change, negative = inhibition, most hits filed as inhibitors; 200,000 tested, 0.005% active; AID 1466, 2008;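 further: plate controls were uninhibited enzyme wells for no effect and no-enzyme background for full effect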
#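 Fluorescence at Ex 365/Em 440 nm from 4-methylumbelliferone reported enzyme activity after 20 min at room temperature. Reactions used 4 nM enzyme and 400 uM substrate at pH 5.0; curves fitted with the Hill equation.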
# RGS12 GoLoco inh: qHTS Assay for Inhibitors of RGS12 GoLoco Motif Activity (Red Fluorophore); Guanine nucleotide-binding protein G(i) subunit alpha-1 (Homo sapiens), P63096; 230,000 tested, 0.44% active; Gai1:RGS12 GoLoco peptide FP, rhodamine, 10 min; AID 880, 2007; Potency, µM (titrated, usually from 61.6 µM), for the others: at the top dose activity, negative = inhibition, actives largely listed as inhibitors; active means well fitted inhibition curve with a large enough effect, not every such curve was filed as active; inactive means no such curve, though single readings can be large or run the other way; further: on the % scale 0 is the no-effect control and ±100 the full control effect; nearly all actives have a fitted effect of over 30% in size; many of its hits are not listed in these tables
# KDM4E inh: qHTS Assay for Inhibitors of Human Jumonji Domain Containing 2E (JMJD2E); Potency, µM (top dose mostly 57.1 µM), for the others: at the highest dose activity change, negative = inhibition, actives largely listed as inhibitors; JMJD2E catalytic domain, FDH-coupled NADH fluorescence (FDH is formaldehyde dehydrogenase); AID 2147, 2009; Lysine-specific demethylase 4E (Homo sapiens), B2RXH2; 230,000 tested, 1.6% active; active means well fitted inhibition curve with a large enough effect, not every such curve was filed as active; inconclusive means small, poorly fitted or top-dose-only effect, or another doubt; inactive means no such curve, though single readings can be large or run the other way;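 further: 0% = wells with enzyme and -100% = buffer wells without enzyme; nearly all actives have a fitted effect of over 50% in size; many of its hits are not listed in these tables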
# Starred values were filed as active, the others as inactive; ? = inconclusive; · = no result given; [ ] = dose if it differs, or a comment. Unless noted, the call rests on the fitted dose curve; in most records, active means well fitted curve in the direction sought with a large enough effect; inconclusive means small, poorly fitted or top-dose-only effect, or another doubt; inactive means no such curve, though single readings can be large; an effect the other way counts as inactive or inconclusive. Potency means the concentration at half of the fitted maximal effect. Only part of the results is shown. The share of hits here may be higher or lower than overall.
smiles,GAA inhib,RGS12 GoLoco inh,GLA spleen mod,aGlu spleen mod,ALDH1A1 inh,GAA glycogen mod,SMN2 splice up,KDM4E inh
CC1(C)CC(=O)C(N=Nc2ccc(-c3ccccc3)cc2)=C(O)C1,0%,6%,-5%,6%,?,2%,18%,10%
C1CN(c2nc3nonc3nc2N2C[C@H]3CC[C@H]2C3)CCS1,-6%,-8%,-5%,-2%,?,21%,-6%,-5%
CCN1CCn2c3c(c4cc(Cl)ccc42)CCCC31 (stereo not given),?,7%,2%,-6%,?,-15%,·,?
C/C(=N\Nc1nc(C)cc(C)n1)c1ccc(C)o1,·,7%,-8%,-2%,·,?,·,-2%
COc1cccc(C(C)NC(=S)NCc2ccc(Cl)cc2)c1 (stereo not given),1%,5%,3%,4%,-8%,-15%,-3%,0%
CCOc1ccc(NCC2CCOC(C)(C)C2)cc1 (stereo not given),2%,-8%,-11%,-1%,?,?,-8%,20µM*
CCOC(=O)N1CCN(c2nc(-c3ccc(Cl)cc3)cs2)CC1,-6%,3%,3%,-4%,3%,-7%,-26%,1%
CC(C(=O)Nc1ncccn1)(c1ccccc1)c1ccccc1,2%,-7%,11%,2%,6%,-6%,13%,?
Cc1cc(=O)[nH]c2c3ccccc3nn12,-5%,2%,11%,6%,?,1%,-5%,?
O=C(Nc1cc(=O)[nH]c2nc(-c3ccc(Cl)cc3)nn12)c1ccccc1,·,37%[activator],2%,-3%,·,1%,·,-2%
C=CC1=C2C=C(C3CC3)N(CC(C)C)C=C2C(=O)C(C)(OC(=O)c2ccco2)C1=O (stereo not given),·,-11%[14.2 µM],9%[17.5 µM],4%[17.4 µM],-2%[13.5 µM],·,18%[9.22 µM],-11%[11.4 µM]
O=C(CN1C(=O)c2ccccc2C1=O)NCC1CCCO1 (stereo not given),1%,·,-2%,0%,-11%,-5%,·,-22%
CCOC(=O)c1ccc[n+](CC(=O)Nc2ccccc2OC(F)F)c1,7%,14%,0%,4%,4%,-6%,7%,4%
CCC(C)CCCCNC1=NCCS1 (stereo not given),-7%,-10%,-15%,-1%,2%,10%,-7%,14%
Cc1ccc(/C=C/C(=O)Nc2nn[nH]n2)o1,0%,-14%,7%,0%,?,-17%,-4%,?
COCCNC(=O)/C(C#N)=C/C=C/c1ccccc1[N+](=O)[O-],11%,5%,-2%,-4%,2%,1%,-24%,0%
CCn1c(CSc2ncccn2)nnc1SCC(=O)N1CCc2ccccc21,2%,1%,6%,2%,20µM*,-11%,1%,8%
Clc1nnc(N/N=C/c2ccccc2)c2ccccc12,-7%,5%,-23%,5%,-9%,16%,18µM*,-1%
CCCc1cc(C(=O)OC)c2ccccc2n1,-5%,4%,3%,-5%,-4%,-2%,5%,3%
O=C(O)CCNC(=O)c1ccc(NC(=O)Cc2ccc(Cl)cc2)cc1,1%,9%,-1%,-4%,7%,-4%,-2%,4%
COc1ccc(NC(=O)c2ccc(NCCN3C(=O)CCC3=O)c([N+](=O)[O-])c2)cc1,2%,11%,5%,-12%,-11%,-3%,2%,-12%
Cn1c(Cn2c(=O)sc3ccccc32)nnc1SCc1ccccc1,2%,-12%,0%,0%,-6%,3%,-25%,-8%
O=c1[nH]ncc(N2CCN(Cc3ccccc3)CC2)c1Cl,10%,9%,8%,2%,?,-1%,·,8%
Cc1ccsc1-c1nc(CN(C)C(C2CC2)C2CC2)c(C)o1,-4%,-1%,3%,-1%,-7%,-11%,·,?
COc1cc(-c2nnc(Cn3cc(C(F)(F)F)ccc3=O)o2)cc(OC)c1OC,2%,9%,-4%,-4%,-3%,0%,?,-5%
O=C(O)C1C2C=CC3(CN(CC(O)COc4ccccc4)C(=O)C13)O2 (stereo not given),-1%,6%,-3%,-8%,5%,5%,11%,1%
Cc1ccc(Cl)cc1NC(=O)c1ccc(CSc2nnnn2C)cc1,0%,-4%,-1%,2%,-8%,-1%,-38%,-1%
Cc1cccc(C(=O)N[C@H](C(=O)Nc2cccc(S(=O)(=O)N3CCCC3)c2)C(C)C)c1,·,6%,-9%,-11%,·,-7%,·,-6%

# Some of the entries so far, with two lines to a compound:
# Under each structure – GAA inhib	RGS12 GoLoco inh	GLA spleen mod	aGlu spleen mod	ALDH1A1 inh	GAA glycogen mod	SMN2 splice up	KDM4E inh
C=CC1=C2C=C(C3CC3)N(CC(C)C)C=C2C(=O)C(C)(OC(=O)c2ccco2)C1=O (stereo not given)
→ ·	-11%[14.2 µM]	9%[17.5 µM]	4%[17.4 µM]	-2%[13.5 µM]	·	18%[9.22 µM]	-11%[11.4 µM]
O=C(CN1C(=O)c2ccccc2C1=O)NCC1CCCO1 (stereo not given)
→ 1%	·	-2%	0%	-11%	-5%	·	-22%
CCOC(=O)c1ccc[n+](CC(=O)Nc2ccccc2OC(F)F)c1
→ 7%	14%	0%	4%	4%	-6%	7%	4%
CCC(C)CCCCNC1=NCCS1 (stereo not given)
→ -7%	-10%	-15%	-1%	2%	10%	-7%	14%
Cc1ccc(/C=C/C(=O)Nc2nn[nH]n2)o1
→ 0%	-14%	7%	0%	?	-17%	-4%	?
COCCNC(=O)/C(C#N)=C/C=C/c1ccccc1[N+](=O)[O-]
→ 11%	5%	-2%	-4%	2%	1%	-24%	0%
CCn1c(CSc2ncccn2)nnc1SCC(=O)N1CCc2ccccc21
→ 2%	1%	6%	2%	20µM*	-11%	1%	8%
Clc1nnc(N/N=C/c2ccccc2)c2ccccc12
→ -7%	5%	-23%	5%	-9%	16%	18µM*	-1%
CCCc1cc(C(=O)OC)c2ccccc2n1
→ -5%	4%	3%	-5%	-4%	-2%	5%	3%
O=C(O)CCNC(=O)c1ccc(NC(=O)Cc2ccc(Cl)cc2)cc1
→ 1%	9%	-1%	-4%	7%	-4%	-2%	4%
COc1ccc(NC(=O)c2ccc(NCCN3C(=O)CCC3=O)c([N+](=O)[O-])c2)cc1
→ 2%	11%	5%	-12%	-11%	-3%	2%	-12%
Cn1c(Cn2c(=O)sc3ccccc32)nnc1SCc1ccccc1
→ 2%	-12%	0%	0%	-6%	3%	-25%	-8%
O=c1[nH]ncc(N2CCN(Cc3ccccc3)CC2)c1Cl
→ 10%	9%	8%	2%	?	-1%	·	8%
Cc1ccsc1-c1nc(CN(C)C(C2CC2)C2CC2)c(C)o1
→ -4%	-1%	3%	-1%	-7%	-11%	·	?
COc1cc(-c2nnc(Cn3cc(C(F)(F)F)ccc3=O)o2)cc(OC)c1OC
→ 2%	9%	-4%	-4%	-3%	0%	?	-5%
